# Compound activity (PubChem BioAssay)
# Pf Dd2 growth: P. falciparum Dd2 growth inhibition; activity change, % at 10 µM; 2.3% of 94,000 active; SYBR Green, 72 h; stronger effect = lower value; AID 1159554; in the data active means activity change below about -80%; inconclusive means no clear call, values can overlap the other calls
# KDM4C inh: KDM4C (human) demethylase inhibition; GST-KDM4C 2-372, H3K9me3 peptide, LANCE TR-FRET; Q9H3R0; inhibition, % at 12.5 µM; AID 720574; 0.15% of 96,000 active;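 active means mean replicate inhibition above about 25%, with at least 55% of replicates also reaching it, limit read from the data, passing the limit was not always enough; inconclusive means only one of those two conditions met; inactive means neither condition met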
# Target sequence (Q9H3R0 2-372 limits assumed): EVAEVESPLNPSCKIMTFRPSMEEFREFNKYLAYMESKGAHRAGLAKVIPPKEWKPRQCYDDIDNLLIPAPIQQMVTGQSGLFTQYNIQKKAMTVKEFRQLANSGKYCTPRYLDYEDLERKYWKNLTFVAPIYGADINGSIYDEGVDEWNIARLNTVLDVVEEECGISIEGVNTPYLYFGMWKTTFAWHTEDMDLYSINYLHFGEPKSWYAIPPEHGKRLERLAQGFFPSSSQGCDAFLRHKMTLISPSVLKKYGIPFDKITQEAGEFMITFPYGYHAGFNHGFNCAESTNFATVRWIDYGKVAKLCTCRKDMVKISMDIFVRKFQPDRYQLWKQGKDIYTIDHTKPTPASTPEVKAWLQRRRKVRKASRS
#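 Test system: N-terminal GST-fused human GASC-1 (KDM4C) fragment, residues 2-372; quantity: GASC-1 enzyme at 10 nM final in reaction; dosing: single dose; schedule: 30 min demethylation and 1 h detection at room temperature; signal: LANCE TR-FRET, excitation 340 nm, emissions 618 and 671 nm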
# C diff HTS: inhibitors of Clostridium difficile growth; 0.25% of 86,000 active; growth activity, negative = inhibition, % at 16 µg/mL (by protocol); Clostridium difficile clinical isolate growth, OD600, 24 h; stronger effect = lower value;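 active means mean growth activity at or below -80% and every replicate also at or below -80%; inconclusive means mean at or below -80% but some replicate above -80%; inactive means mean growth activity above -80%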;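 further: 0% = DMSO wells and -100% = levofloxacin 16 µg/mL wells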
# T cruzi growth: blocks T. cruzi growth in NIH3T3 culture; T. cruzi beta-gal in NIH3T3, GalScreen luminescence, 90 h; inhibition, % at 8.34 µM; 5.9% of 77,000 active; AID 624255;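 active means mean inhibition above about 93%, with at least 55% of replicates each passing it, limit read from the data, passing the limit was not always enough; inconclusive means only one of those two conditions holds; inactive means neither condition holds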
# Numbers without * were called inactive; ? = inconclusive; nt = no result given; & = joins results of further samples.
mol	Pf Dd2 growth	KDM4C inh	C diff HTS	T cruzi growth
C/C=C/c1ccc([C@@H]2[C@H](CO)N(CC3CCOCC3)C23CN(S(=O)(=O)CC)C3)cc1	-38.1	0.2	13.6	nt
C[C@H]1CCCCO[C@@H](CN(C)C(=O)Nc2ccc(C(F)(F)F)cc2)[C@@H](C)CN([C@@H](C)CO)C(=O)c2cc(NC(=O)Nc3ccc(F)cc3)ccc2O1	2.7	1.2	-1.1	113.7*
O=C(c1cnccn1)N1CC(=O)N2[C@@H](CO)[C@H](c3ccc(C#CC4CC4)cc3)[C@@H]2C1	18.7	1.1	4.7	nt
O=C(C[C@@H]1CC[C@@H](NS(=O)(=O)c2ccccc2)[C@@H](CO)O1)NCc1ccc(Cl)c(Cl)c1	-2.8	0.9	0.9	-66.9
C[C@@H]1CN([C@H](C)CO)C(=O)Cc2cc(NC(=O)Cc3ccccc3)ccc2O[C@@H]1CN(C)C	3.6	0.5	2.4	nt
COc1ccc(NC(=O)Nc2ccc3c(c2)C(=O)N([C@H](C)CO)C[C@H](C)[C@H](CN(C)CC2CCCCC2)OCCCC[C@H](C)O3)cc1	?	-1.4	-13.8	93.0
CO[C@@H]1CN(C)C(=O)c2cc(NC(C)=O)ccc2OC[C@H](C)N(Cc2ccncc2)C[C@@H]1C	-30.8	2.6	nt	2.0
COc1ccccc1CN1C[C@@H]2N[C@H](C1)C2c1ccc(/C=C/c2ccccc2)cc1 (some centres not stated)	-4.8&-48.4	-1.1	-90.2*	nt
O=C(C[C@@H]1CC[C@@H]2[C@H](COC[C@H](O)CN2C(=O)c2ccccc2)O1)NCc1ccc(-c2ccccc2)cc1	-39.9	1.4	4.0&-7.3	67.6
CCCN1C[C@@H](C)[C@H](OC)CN(C)C(=O)c2cc(NC(=O)Nc3cccc(F)c3)ccc2OC[C@@H]1C	-45.0	0.7	-5.2	-26.7
C[C@@H]1CN([C@@H](C)CO)C(=O)c2cc(NS(C)(=O)=O)ccc2O[C@H]1CN(C)Cc1ccc(C(=O)Nc2ccccc2N)cc1	-7.6	0.3	-1.2	52.9
C[C@@H]1CN([C@H](C)CO)C(=O)c2cc(NC(=O)Nc3ccc4c(c3)OCO4)ccc2O[C@@H](C)CCCCO[C@@H]1CN(C)Cc1ccc(Cl)c(Cl)c1	-87.8*	0.6	6.3	71.0
COCC(=O)N(C)C[C@@H]1Oc2ncc(C#C[C@H](C)O)cc2C(=O)N([C@@H](C)CO)C[C@H]1C	nt	1.1	-1.0	-15.2
O=C(NCC[C@@H]1CC[C@@H](NS(=O)(=O)Cc2ccccc2)[C@H](CO)O1)C1CCOCC1	4.2	-0.5	-0.2	23.9
CN1c2ccc(-c3cccc(F)c3)cc2[C@H]2[C@H](CCN2C(=O)c2ccncc2)[C@@H]1CO	19.8	3.3	48.8	64.2
C/C=C/c1ccc([C@H]2[C@@H](CO)N(CC3CCCC3)C23CN(S(=O)(=O)CC)C3)cc1	-74.8	0.0	8.6	nt
CCCNC(=O)C[C@@H]1CC[C@@H]2[C@H](COc3ccc(NC(=O)Nc4c(C)noc4C)cc3C(=O)N2C)O1	-3.1	1.1	-3.5	-1.4
COc1ccccc1-c1cnc2c(c1)C(=O)N([C@@H](C)CO)C[C@H](C)[C@H](CN(C)Cc1ccncc1)O2	8.4	5.2	-0.9	46.4
C[C@@H]1CN([C@H](C)CO)S(=O)(=O)c2ccc(-c3ccc(C(=O)N(C)C)cc3)cc2O[C@@H]1CN(C)Cc1ccc2c(c1)OCO2	-54.9	2.7	3.8	84.7
O=C(N[C@H]1CC[C@@H](CCn2cc(C3CCCCC3)nn2)O[C@@H]1CO)c1cccnc1	-7.6	-2.5	-0.9	nt

# 5 compounds already listed, sorted by the number in C diff HTS, low to high:
Molecule | KDM4C inh | C diff HTS | T cruzi growth
C[C@@H]1CN([C@@H](C)CO)C(=O)c2cc(NS(C)(=O)=O)ccc2O[C@H]1CN(C)Cc1ccc(C(=O)Nc2ccccc2N)cc1 | 0.3 | -1.2 | 52.9
COc1ccccc1-c1cnc2c(c1)C(=O)N([C@@H](C)CO)C[C@H](C)[C@H](CN(C)Cc1ccncc1)O2 | 5.2 | -0.9 | 46.4
O=C(c1cnccn1)N1CC(=O)N2[C@@H](CO)[C@H](c3ccc(C#CC4CC4)cc3)[C@@H]2C1 | 1.1 | 4.7 | nt
C[C@@H]1CN([C@H](C)CO)C(=O)c2cc(NC(=O)Nc3ccc4c(c3)OCO4)ccc2O[C@@H](C)CCCCO[C@@H]1CN(C)Cc1ccc(Cl)c(Cl)c1 | 0.6 | 6.3 | 71.0
CN1c2ccc(-c3cccc(F)c3)cc2[C@H]2[C@H](CCN2C(=O)c2ccncc2)[C@@H]1CO | 3.3 | 48.8 | 64.2

# Profiles, quoted from the list. Screens in order: Pf Dd2 growth, KDM4C inh, C diff HTS, T cruzi growth
# COc1ccccc1CN1C[C@@H]2N[C@H](C1)C2c1ccc(/C=C/c2ccccc2)cc1 (some centres not stated) is entered as -4.8&-48.4, -1.1, -90.2*, nt
# C[C@@H]1CN([C@H](C)CO)S(=O)(=O)c2ccc(-c3ccc(C(=O)N(C)C)cc3)cc2O[C@@H]1CN(C)Cc1ccc2c(c1)OCO2 is entered as -54.9, 2.7, 3.8, 84.7

# Going on with the list:
mol	Pf Dd2 growth	KDM4C inh	C diff HTS	T cruzi growth
COCC(=O)N1CC(=O)N2[C@@H](CO)[C@H](c3ccc(C#Cc4cccnc4)cc3)[C@@H]2C1	22.8	1.1	-2.9	nt
Cc1noc(C)c1S(=O)(=O)Nc1ccc2c(c1)C(=O)N([C@@H](C)CO)C[C@H](C)[C@H](CN(C)Cc1ccncc1)OCCCC[C@H](C)O2	-33.4	1.2	1.2	50.8
O=C(Nc1ccc(Cl)cc1)N[C@H]1CC[C@H](CCNS(=O)(=O)c2ccccc2F)O[C@H]1CO	17.0	-1.3	47.7	-36.6
CC(C)NC(=O)Nc1ccc2c(c1)C(=O)N([C@H](C)CO)C[C@@H](C)[C@@H](CN(C)C(=O)NC1CCCCC1)O2	-2.1	1.5	4.9	-3.9
O=C(NCC[C@@H]1CC[C@H](NC(=O)c2cnccn2)[C@@H](CO)O1)c1ccc2c(c1)OCO2	-7.9	-1.1	0.9	nt
O=C(Nc1ccc(C(F)(F)F)cc1)N[C@H]1C=C[C@H](CC(=O)N2CCCCC2)O[C@@H]1CO	-5.0	-2.1	nt	-40.2
Cc1noc(C)c1NC(=O)Nc1ccc2c(c1)CC(=O)N([C@@H](C)CO)C[C@H](C)[C@@H](CN(C)S(=O)(=O)c1cccs1)O2	15.8	1.3	-3.8	-5.6
CN1CCN(C(=O)C[C@@H]2CC[C@@H]3[C@H](COC[C@H](O)CN3Cc3ccc4c(c3)OCO4)O2)CC1	6.8	0.1	nt	20.4
COc1ccc(S(=O)(=O)N(C)C[C@H]2Oc3ccc(NC(=O)Nc4ccc(C(F)(F)F)cc4)cc3CC(=O)N([C@@H](C)CO)C[C@H]2C)cc1	-9.1	3.3	15.9	27.4
Cc1noc(C)c1S(=O)(=O)Nc1ccc2c(c1)CC(=O)N([C@@H](C)CO)C[C@H](C)[C@@H](CN(C)S(C)(=O)=O)O2	10.2	1.0	-8.5	5.8
C[C@H](CO)N1C[C@H](C)[C@@H](CN(C)Cc2ccc3c(c2)OCO3)Oc2ccc(NC(=O)Nc3ccc4c(c3)OCO4)cc2CC1=O	-91.2*	-4.1	7.7	78.8
CO[C@H]1CN(C)C(=O)c2cc(NC(=O)Nc3c(C)noc3C)ccc2OC[C@@H](C)NC[C@@H]1C	-49.9	-0.4	nt	-23.9
C[C@H](CO)N1C[C@H](C)[C@@H](CN(C)Cc2ccccn2)Oc2ncc(C#Cc3ccc(F)cc3)cc2C1=O	-58.1	4.3	-4.9	56.9
CO[C@@H]1CN(C)C(=O)c2ccc(NC(=O)C3CCOCC3)cc2OC[C@@H](C)NC[C@H]1C	4.5	-0.9	nt	13.0
COc1ccc(S(=O)(=O)Nc2cccc3c2O[C@H](CN(C)S(=O)(=O)c2ccccc2)[C@@H](C)CN([C@@H](C)CO)C3=O)cc1	9.6	0.8	-15.4	46.1
C[C@H]1CCCCO[C@@H](CN(C)C(=O)Nc2ccccc2)[C@@H](C)CN([C@@H](C)CO)C(=O)c2cc(NS(=O)(=O)c3ccc(Cl)cc3)ccc2O1	-70.2	-0.7	10.3	113.6*
O=C(NCC[C@@H]1CC[C@H](NC(=O)C2CC2)[C@@H](CO)O1)c1cc(Cl)cc(Cl)c1	nt	-2.0	-6.6	nt
COC(=O)C[C@H]1CC[C@H]2[C@@H](COC[C@@H](O)CN2S(=O)(=O)c2cn(C)cn2)O1	24.5	-1.0	3.9&-2.1	48.8
Cc1ccc(S(=O)(=O)N(C)C[C@@H]2Oc3cc(C4=CCCC4)ccc3S(=O)(=O)N([C@@H](C)CO)C[C@H]2C)cc1	-60.8	-0.3	2.2	nt
C[C@H](CO)N1C[C@H](C)[C@H](CN(C)Cc2ccccn2)Oc2cc(C3=CCCCC3)ccc2S1(=O)=O	-18.4	1.7	0.4	70.8
CNC[C@@H]1OCCCC[C@@H](C)Oc2ccc(NC(=O)Nc3cccc4ccccc34)cc2C(=O)N([C@H](C)CO)C[C@@H]1C	9.2	-0.8	10.0	21.4
C[C@H](CO)N1C[C@H](C)[C@H](CN(C)C(=O)Nc2ccc(F)cc2)Oc2c(NC(=O)c3cnccn3)cccc2C1=O	-0.2	1.0	-2.9	24.8
C[C@@H]1CCCCO[C@H](CN(C)Cc2ccc(C(F)(F)F)cc2)[C@H](C)CN([C@@H](C)CO)C(=O)c2cc(NC(=O)Nc3ccccc3)ccc2O1	-75.6	-1.5	4.1	76.7
COc1ccc(-c2cn(CC[C@H]3CC[C@H](NC(=O)Nc4ccc(F)cc4)[C@@H](CO)O3)nn2)cc1	-17.5	0.1	5.1	nt
C[C@@H]1CN([C@@H](C)CO)C(=O)CCCn2nncc2CO[C@H]1CN(C)Cc1cccc(O)c1	-18.4&-13.1	-1.4	nt	29.9&2.2
COc1ccc(CNC(=O)C[C@@H]2C[C@@H]3c4cc(NS(=O)(=O)c5ccc(F)cc5)ccc4O[C@@H]3[C@H](CO)O2)cc1	-20.8	-1.7	-0.8	42.0
C[C@@H]1CCCCO[C@H](CN(C)S(=O)(=O)c2ccc(Cl)cc2)[C@@H](C)CN([C@@H](C)CO)C(=O)c2cc(NC(=O)NC3CCCCC3)ccc2O1	nt	0.0	-2.8	100.8*
COc1cccc(-c2ccc(CC[C@H]3O[C@H]4CC[C@H](CO)O[C@H]4C[C@@H]3NC(=O)c3cnccn3)cc2)c1	-16.7	nt	8.4	nt
COc1ccc(S(=O)(=O)N(C)C[C@@H]2Oc3ccc(NC(=O)CCC(F)(F)F)cc3C(=O)N([C@H](C)CO)C[C@H]2C)cc1	-3.8	-0.9	-1.4	nt
C[C@@H]1CN([C@H](C)CO)C(=O)CCCn2nncc2CO[C@H]1CN(C)C(=O)Nc1ccnc(N2CCOCC2)c1	-0.3	nt	1.5	-12.5
Cc1noc(C)c1NC(=O)N(C)C[C@@H]1OCCCC[C@H](C)Oc2ccc(NC(=O)c3ccncc3)cc2C(=O)N([C@@H](C)CO)C[C@@H]1C	-20.5	0.2	0.5	45.3
O=C(C[C@@H]1CC[C@@H](NC(=O)c2ccc3c(c2)OCO3)[C@@H](CO)O1)NC1Cc2ccccc2C1	12.3	-0.2	nt	-39.6
CO[C@H]1CN(C)C(=O)c2ccc(NC(=O)c3ccc(F)cc3)cc2OC[C@@H](C)N(C(C)=O)C[C@H]1C	-1.1	-1.3	nt	6.8
COc1ccc2c3c(n(C)c2c1)[C@H](CO)N(Cc1cccc(Cl)c1)CC31CCN(C(=O)C2CC2)CC1	-74.6	0.3	-2.7	nt
C[C@@H]1CN([C@@H](C)CO)C(=O)c2cc(C#CC3CCCCC3)cnc2O[C@@H]1CN(C)Cc1cccnc1	-18.3	1.6	2.0	nt
COCC#Cc1ccc2c(c1)O[C@H](CN(C)C(=O)c1ccccc1F)[C@H](C)CN([C@H](C)CO)S2(=O)=O	-16.6	0.5	-0.6	38.3
O=C(C[C@@H]1C=C[C@@H](NC(=O)c2ccncc2)[C@@H](CO)O1)Nc1ccccc1	26.5	1.7	-3.3	nt
C[C@@H]1CN([C@@H](C)CO)C(=O)c2ccccc2-c2ccccc2CO[C@H]1CN(C)C(=O)c1cc(Cl)cc(Cl)c1	-24.6	3.8	-1.6	nt
CC(=O)N1CC2(C1)[C@H](c1ccccc1)[C@@H](CO)N2Cc1ccccc1F	13.2	nt	-2.9	nt
C[C@@H]1CCCCO[C@@H](CN(C)S(=O)(=O)c2cccs2)[C@@H](C)CN([C@@H](C)CO)C(=O)c2cc(NS(C)(=O)=O)ccc2O1	16.9	2.1	9.8	-5.9
CC(C)NC(=O)N(C)C[C@H]1Oc2ccc(NC(=O)CCN3CCOCC3)cc2CC(=O)N([C@H](C)CO)C[C@@H]1C	23.7	1.3	-6.5	nt
O=C(C[C@H]1CC[C@H](NC(=O)CCN2CCCCC2)[C@@H](CO)O1)Nc1ccccc1	33.2	-0.2	-2.4	nt
C[C@H](CO)N1C[C@H](C)[C@@H](CN(C)Cc2ccc(O)cc2)OCc2ccccc2-c2c(n(C)c3ccccc23)C1=O	-40.4	1.2	3.7	nt
O=C(C[C@H]1CC[C@@H]2[C@H](COC[C@H](O)CN2Cc2ccncc2)O1)NCC1CC1	-1.0	1.3	-10.5	-22.7
